Screening results (PubChem BioAssay)
GAA glycogen: qHTS Assay for Inhibitors and Activators of Human alpha-Glucosidase Cleavage of Glycogen; recombinant GAA, glycogen substrate, Amplex Red glucose oxidase fluorescence; Potency, µM (top dose mostly 76.4 µM), without a hit: at the highest dose activity change, negative = inhibition, most hits filed as inhibitors; 0.38% of 300,000 active; Lysosomal alpha-glucosidase (Homo sapiens), P10253; AID 2100, 2009;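 further: 0% = full enzyme reaction and -100% = no-enzyme basal signal; the screen sought inhibitors and activators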
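Recombinant human alpha-glucosidase (4 nM final) hydrolysed bovine liver glycogen (30 ug) for 40 min at 37 C in pH 5.0 citrate/phosphate with 0.01% Tween-20. Released glucose detected by glucose oxidase/Amplex Red, Ex 573/Em 610 nm. Compounds up to 77 uM; AC50 from Hill fits.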
L3MBTL1 inh: qHTS Assay for the Inhibitors of L3MBTL1 | AlphaScreen L3MBTL1–H3K9me1 peptide binding | Potency, µM (doses to about 57.1 µM), for inactives: at the highest dose activity, negative = inhibition, hits mostly inhibitors | 0.66% of 230,000 active | AID 485360, 2010; further: nearly all actives have a fitted effect of over 60% in size
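First, the protein-peptide complex forms for 30 min at room temperature (L3MBTL1 50 nM, biotinylated H3K9me1 peptide 75 nM). Next, compounds are pin-transferred and incubated 30 min. Finally, AlphaScreen beads are added and read after 30 min.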
TRb-SRC2 inh: qHTS for Inhibitors of the Interaction of Thyroid Hormone Receptor and Steroid Receptor Coregulator 2. Thyroid hormone receptor beta (Homo sapiens), P10828. TRbeta-SRC2 peptide binding, fluorescence polarization; receptor liganded with 1 µM T3. Potency, µM (titrated, usually from 106 µM), for inactives: at the top dose activity change, negative = inhibition, most hits filed as inhibitors. 0.065% of 280,000 active. AID 1469, 2008;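 further: plate controls were bound peptide for no effect and peptide without receptor for full effect; nearly all actives have a fitted effect of over 50% in size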
Target sequence (P10828 whole entry, looked up): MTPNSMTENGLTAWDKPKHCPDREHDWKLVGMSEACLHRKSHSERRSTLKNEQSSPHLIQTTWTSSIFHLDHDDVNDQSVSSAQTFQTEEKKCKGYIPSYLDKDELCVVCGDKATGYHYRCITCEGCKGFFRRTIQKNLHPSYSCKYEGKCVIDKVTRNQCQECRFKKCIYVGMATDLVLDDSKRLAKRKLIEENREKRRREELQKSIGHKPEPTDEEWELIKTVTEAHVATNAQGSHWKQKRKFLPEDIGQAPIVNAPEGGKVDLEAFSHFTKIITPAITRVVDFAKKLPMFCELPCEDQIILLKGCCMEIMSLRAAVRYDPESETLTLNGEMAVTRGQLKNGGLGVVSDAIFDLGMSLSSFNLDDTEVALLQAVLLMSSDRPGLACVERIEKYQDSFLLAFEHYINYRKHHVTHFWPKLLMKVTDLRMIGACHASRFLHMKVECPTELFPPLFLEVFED
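Assay buffer: 20 mM Tris-HCl, 100 mM NaCl, 10% glycerol, 1 mM EDTA, 0.01% NP-40, 1 mM DTT, 1 uM T3, 5% DMSO; TRb LBD 0.6 uM, Texas Red SRC2 20 nM; FP after 5 hr.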
RECQ1 inh: qHTS Assay for Inhibitors of RecQ-Like Dna Helicase 1 (RECQ1). 0.54% of 240,000 active. Potency, µM (highest dose often 57.3 µM), for the others: at the top dose activity, negative = inhibition, usual class: inhibitors. AID 2549, 2010. RECQ1 DNA unwinding, red fluorescence kinetic read. ATP-dependent DNA helicase Q1 (Homo sapiens), P46063;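 further: plate controls were vehicle for no effect and no enzyme for full effect; nearly all actives have a fitted effect of over 30% in size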
Target sequence (P46063 whole entry, looked up): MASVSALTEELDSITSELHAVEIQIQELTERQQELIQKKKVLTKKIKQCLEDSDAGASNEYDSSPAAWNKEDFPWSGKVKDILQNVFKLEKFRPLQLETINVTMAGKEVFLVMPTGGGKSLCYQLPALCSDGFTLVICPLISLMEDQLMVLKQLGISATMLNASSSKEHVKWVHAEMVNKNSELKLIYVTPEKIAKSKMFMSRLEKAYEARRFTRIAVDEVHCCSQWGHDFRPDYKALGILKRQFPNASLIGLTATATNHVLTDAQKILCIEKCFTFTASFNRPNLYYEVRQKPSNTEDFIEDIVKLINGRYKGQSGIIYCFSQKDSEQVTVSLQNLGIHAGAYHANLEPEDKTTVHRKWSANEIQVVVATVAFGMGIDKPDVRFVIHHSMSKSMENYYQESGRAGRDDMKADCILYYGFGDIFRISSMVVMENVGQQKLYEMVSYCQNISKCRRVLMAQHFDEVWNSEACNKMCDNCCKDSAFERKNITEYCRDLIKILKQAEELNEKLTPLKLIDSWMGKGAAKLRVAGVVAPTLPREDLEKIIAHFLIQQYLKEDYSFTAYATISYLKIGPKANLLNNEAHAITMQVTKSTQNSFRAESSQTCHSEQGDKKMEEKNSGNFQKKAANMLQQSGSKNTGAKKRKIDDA
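RECQ1T1 50 nM; forked duplex (20 bp + 30-nt ss tails) 200 nM, ATP 2 mM final; pH 8.0, 2 mM MgCl2, 2.5 ug/ml poly(dI-dC); 15 min compound preincubation; discontinuous kinetic read over 2 h at RT.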
TexasRed fluor: Total Fluorescence Counterscreen for Inhibitors of the Interaction of Thyroid Hormone Receptor and Steroid Receptor Coregulator 2. TRb/SRC2 Texas Red total fluorescence interference. 0.29% of 280,000 active. AID 1479, 2009. Potency, µM (series often up to 106 µM), inactives show at the highest dose fluorescence change, negative = quenching; active means well fitted curve in either direction with a large enough effect; inconclusive means small, poorly fitted or top-dose-only effect
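Flags fluorescent or light-absorbing compounds by total fluorescence, S + 2P, at 555 nm excitation and 632 nm emission. Mixture: 20 nM Texas Red SRC2 peptide, 0.6 uM human TRb LBD, 1 uM T3, 5% DMSO; compound exposure 5 h at ambient temperature.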
GoLoco inh red: qHTS Assay for Inhibitors of RGS12 GoLoco Motif Activity (Red Fluorophore); Guanine nucleotide-binding protein G(i) subunit alpha-1 (Homo sapiens), P63096; AID 880, 2007; Potency, µM (highest dose often 61.6 µM), for inactives: at the top dose activity, negative = inhibition, most hits filed as inhibitors; 0.44% of 230,000 active; Gai1:RGS12 GoLoco peptide FP, rhodamine, 10 min; active means well fitted inhibition curve with a large enough effect, not every such curve was filed as active; inactive means no such curve, though single readings can be large or run the other way; further: nearly all actives have a fitted effect of over 30% in size; many of its hits are not listed in these tables
GAA spleen mod: qHTS Assay for Inhibitors and Activators of Human alpha-Glucosidase From Spleen Homogenate | human spleen homogenate, 4-MU-alpha-glucoside fluorescence | Potency, µM (highest dose often 79.9 µM), for the others: top-dose activity change, negative = inhibition, hits mostly inhibitors | 0.006% of 240,000 active | AID 2112, 2009;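 further: 0% = enzyme with vehicle and -100% = no enzyme basal signal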
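AC50 values come from Hill-equation fits of concentration-response data, normalized to no-enzyme and full-activity controls. Enzyme source: 1 ug human spleen homogenate; 1 mM fluorogenic 4-MU glucoside, pH 5.0 citrate buffer, 37 C, 40 min.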
GAA inhib: qHTS Assay for Inhibitors of Human alpha-Glucosidase as a Potential Chaperone Treatment of Pompe Disease; Potency, µM (doses to about 76.9 µM), for the others: at the top dose activity change, negative = inhibition, hits mostly inhibitors; purified human GAA, 4-MU-alpha-glucoside fluorescence; 0.005% of 200,000 active;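 further: plate controls were uninhibited enzyme wells for no effect and no-enzyme background for full effect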
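Fluorescence at Ex 365/Em 440 nm from 4-methylumbelliferone reported enzyme activity after 20 min at room temperature. Reactions used 4 nM enzyme and 400 uM substrate at pH 5.0; curves fitted with the Hill equation.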
* = called active by the depositor; i = inactive; u = inconclusive; x = no result given; & = joins results of further samples; [ ] = remark or other dose. Unless noted, the call rests on the fitted dose curve; in most records, active means well fitted curve in the direction sought with a large enough effect; inconclusive means small, poorly fitted or top-dose-only effect, or another doubt; inactive means no such curve, though single readings can be large; an effect the other way counts as inactive or inconclusive. Unless noted, on the % scale 0 is the no-effect control and ±100 the full control effect; potency means the concentration at half of the fitted maximal effect. Only part of the results is shown; count on the stated rates, not on these rows.

SMILES	GAA glycogen	L3MBTL1 inh	TRb-SRC2 inh	RECQ1 inh	TexasRed fluor	GoLoco inh red	GAA spleen mod	GAA inhib
NC(Cc1c[nH]c2ccccc12)C(=O)NCc1ccco1 (stereo not drawn)	-7%	-12%	-9%	-6%	0%	13%	-14%	0%
CC(CCc1ccccc1)NC(=O)CN1CCN(c2ccc(O)cc2)CC1 (stereo not drawn)	4.4µM*	-13%	-4%	-17%	0%	-16%	0%	u
Cc1cc(NC(=O)NC2(C(F)(F)F)Oc3ccc(Cl)cc3O2)no1 (stereo not drawn)	7.1µM*	41%[activator]	6%	-6%	2%	6%	-2%	-1%
N/C(=N\OC(=O)c1cccc2ccccc12)c1cccnc1	12%	39%[activator]	13%[53 µM]	1%	-2%[53 µM]	3%	-4%	8%
Nc1c2nc(-c3ccccc3)[nH]c(=O)c2nc(=O)n1-c1ccccc1	3%	x	5%	-6%	-3%	124%[activator]	-9%	x
COc1ccccc1C(=O)NNC(=S)Nc1ccccc1	u	9%	-3%	0%	1%	45%	-7%	9%
Cc1ccc(SCC(=O)c2c(C)nc3ccccn23)cc1	-9%	15%	-1%	-5%	-2%	-2%	x	-9%
CC/C(=N\n1nnnc1Nc1ccccc1)c1ccccc1	-6%	1%	-1%	-6%	-1%	10%	-8%	-14%
Cn1nnc(-c2ccc(OCc3ccccc3F)cc2)n1	-4%	7%	12%	-4%	2%	-2%	-8%	-12%
CC(C)(C)C(=O)OCc1cn(-c2ccc(Cl)cc2)nn1	8%	7%	-2%	-10%	-1%	6%	4%	5%

Brought forward from above: two compounds; new compounds follow.
SMILES	GAA glycogen	L3MBTL1 inh	TRb-SRC2 inh	RECQ1 inh	TexasRed fluor	GoLoco inh red	GAA spleen mod	GAA inhib
Cn1nnc(-c2ccc(OCc3ccccc3F)cc2)n1	-4%	7%	12%	-4%	2%	-2%	-8%	-12%
CC(C)(C)C(=O)OCc1cn(-c2ccc(Cl)cc2)nn1	8%	7%	-2%	-10%	-1%	6%	4%	5%
CCC(C)(C)NC(=O)c1cccc(NC(=O)C(C)C)c1	-5%	1%	0%	-15%	-5%	-2%	8%	x
CCn1nnnc1SCC(=O)Nc1nc(-c2cccs2)cs1	-3%	-4%	3%	-1%	-3%	6%	-6%	u
COc1ccccc1/C=N/OC(=O)c1ccc(C)cc1	9%	23%	2%	-7%	-1%	6%	2%	-4%
CCOc1ccc(NC(=O)CSc2nnc(Cn3cnc([N+](=O)[O-])n3)n2C)cc1	-3%	u	-7%	8%	-2%	2%	2%	0%
CC1C=CCC2C(=O)N(c3cc(Cl)ccc3O)C(=O)C12 (stereo not drawn)	3%	4%	-4%	0%	-4%	5%	-5%	-4%
COc1ccccc1/C=C/C(=O)OCC(=O)NCc1ccco1	8%	-9%	0%	1%	4%	2%	0%	3%
CC(C)n1nc(C(=O)OCC(=O)N(C)C2CCS(=O)(=O)C2)c2ccccc2c1=O (stereo not drawn)	7%	6%	4%	-2%	-2%	-2%	4%	7%
COc1ccc(C(=O)NCc2ccc3c(c2)CCO3)cc1	-9%	9%	4%	-13%	-2%	1%	0%	x
CCOC(=O)N1CCN(C(=O)CN2C(=O)COc3ccc(C)cc32)CC1	-1%	-1%	6%	i	3%	2%	-6%	-22%
CCCC(=NCC(=O)O)C1=C(O)C(C(=O)OC)C(C)(C)CC1=O (stereo not drawn)	-1%	1%	1%	-2%	-3%	12%	1%	-10%
Cc1ccc(C(=O)Nc2cccnc2Oc2ccc(Cl)cc2)cc1	-7%	34%[activator]	1%	i	-3%	15%	-1%	-11%[15.4 µM]
O=C(NCc1cccs1)c1cc(S(=O)(=O)N2CCCCC2)ccc1Cl	-1%	-12%	4%	-7%	1%	12%	1%	-1%
CN=C(C)C1=C(O)C(C(=O)OC)C(C)(C)CC1=O (stereo not drawn)	-2%	6%[11.4 µM]	-6%	-1%	5%	1%	0%	4%
Cc1cc(=O)c(C(=O)O)cn1Nc1ccc(F)cc1	-8%	x	-10%	i	1%	10%	3%	1%
Cc1onc(-c2c(Cl)cccc2Cl)c1C(=O)Nn1cnnc1	-1%	4%	-1%	-8%	-10%	1%	1%	-4%
CO/N=C/C(C#N)=C/c1cc(C(=O)c2ccc(F)cc2)cn1C	2%	x	8%	-3%	0%	-6%	-5%	-3%
COc1ccc(CN2CCN(C(=O)c3ccco3)CC2)cc1	-9%	3%	-10%	-4%	-2%	8%	-24%	-1%
COc1ccc(C(C)(C)C)cc1NC(=O)CCCn1c(=O)oc2ccccc21	8%	7%	-10%	-3%	-2%	7%	1%	2%
N#Cc1cccc(Cn2nnc(-c3ccccc3)n2)c1	3%	19%	-7%	-3%	-1%	5%	6%	-3%
Cc1ccc(C)c(NC(=S)N2CCCCC2CO)c1 (stereo not drawn)	-2%	-5%	2%	-8%	-1%	-2%	2%	3%
O=C(COc1ncnc2sccc12)N1CCN(S(=O)(=O)c2ccc(Cl)cc2)CC1	-4%	x	0%	i	2%	29%	-19%	u
O=C(N/N=C/c1cnc2ccccc2n1)c1cccc(F)c1	2%	-6%	-5%	-7%	0%	13%	2%	-10%
O=C(Nc1cccc2ccccc12)c1ccc([N+](=O)[O-])s1	11%	-11%	-2%	i	-3%	16%	-6%	0%
CC(=O)Nc1sc(C)c(C)c1C(=O)OC1CCOC1=O (stereo not drawn)	-25%	-3%[11.4 µM]	-9%	i	3%	10%	-4%	-4%
COc1ccc(N2CCN(C(=O)CCc3ccc(S(=O)(=O)NC(C)(C)C)cc3)CC2)cc1	-3%	-6%	3%	6%	-1%	-4%	5%	x
COCCN1C=C(C(=O)OC)C(c2ccc3c(c2)OCO3)C(C(=O)OC)=C1	-20%	18%	-1%	i	-4%	3%	3%	7%
CS(=O)(=O)c1ccc(Sc2nc3ccccc3[nH]2)c([N+](=O)[O-])c1	5%	-5%	-6%	2%	-5%	-1%	-5%	0%
COCC(=O)NC1CCN(CC(=O)Nc2ccccc2[N+](=O)[O-])CC1	-4%	-17%	-3%	3%	1%	13%	4%	6%
C/C(=N\NC(=O)c1ccc(OC2OCCOC2Oc2ccc(C(=O)N/N=C(\C)c3ccncc3)cc2)cc1)c1ccncc1 (stereo not drawn)	5%	5%	-6%	-4%	1%	32%[activator]	-1%	-7%[15.4 µM]
Cc1nnsc1Sc1ccccc1C(=O)O	28%	-2%	-9%	i	-5%	-1%	-5%	2%

Reformatted in CSV form: entries from further up
smiles,GAA glycogen,L3MBTL1 inh,TRb-SRC2 inh,RECQ1 inh,TexasRed fluor,GoLoco inh red,GAA spleen mod,GAA inhib
COc1ccc(N2CCN(C(=O)CCc3ccc(S(=O)(=O)NC(C)(C)C)cc3)CC2)cc1,-3%,-6%,3%,6%,-1%,-4%,5%,x
O=C(COc1ncnc2sccc12)N1CCN(S(=O)(=O)c2ccc(Cl)cc2)CC1,-4%,x,0%,i,2%,29%,-19%,u
O=C(Nc1cccc2ccccc12)c1ccc([N+](=O)[O-])s1,11%,-11%,-2%,i,-3%,16%,-6%,0%

(continued)
SMILES	GAA glycogen	L3MBTL1 inh	TRb-SRC2 inh	RECQ1 inh	TexasRed fluor	GoLoco inh red	GAA spleen mod	GAA inhib
COCCN(C(=O)Cc1cccs1)C(C(=O)NCc1ccc(OC)cc1)c1ccc(C)cc1 (stereo not drawn)	-1%	22%	10%	5%	1%	47%[activator]	-7%	0%
O=C(C1=C(O)C(=O)N(CCN2CCOCC2)C1c1ccncc1)c1ccco1 (stereo not drawn)	-3%	-1%	-16%	2%	-1%	-2%	-1%	11%
Cc1ccn2c(C(=O)N/N=C\c3ccc4c(c3)OCO4)c(C)nc2c1	-6%	-11%	-10%	1%	6%	3%	8%	4%
COC(=O)c1ccc(OC(=O)c2ccccn2)cc1	-1%	x	-6%	-4%	-2%	-30%	-4%	-1%
COCc1ccc2oc(C(=O)O)cc2c1	-2%	1%	-1%	13%	-1%	7%	0%	-7%
CC1=C(C(=O)NCc2ccccc2)C(c2cc(Br)cc(Br)c2OC(C)C)NC(=O)N1 (stereo not drawn)	-3%	-12%	-2%	2%	-1%	4%	-2%	-22%
Cc1cc(C)cc(NC(=O)CSCc2cnn(-c3ccccc3)c2-n2cccc2)c1	-10%	x	4%	-11%	-5%	5%	-8%	-17%
CCOc1ncccc1C(=O)NCCN1C(=O)S/C(=C/c2cccs2)C1=O	9%	-10%	-1%	-14%	1%	5%	-5%	-3%
O=C(Cc1cc(=O)[nH][nH]1)N/N=C/C(Cl)=C/c1ccccc1	u	-16%&-5%	-7%&2%	-30%&-8%	-16%&-1%	10%&11%	-1%&-2%	3%&-1%
O=C(Cc1ccccc1)N/N=C/c1ccc([N+](=O)[O-])s1	9%	-21%	3%	-12%	1%	0%	3%	-1%
C/C(=N\NC(=O)COc1ccccc1-c1ccccc1)c1cccnc1	8%	-9%	9%	i	0%	0%	-3%	-14%
O=[N+]([O-])c1ccc(-c2csc(N3CCc4ccccc4C3)n2)cc1	9%	-5%	3%	-4%	0%	3%	6%	-9%
C[C@H](Cc1ccccc1)Nc1ncnc2c1ncn2[C@@H]1O[C@H](CO)[C@@H](O)[C@H]1O	x	9%	-9%	i	0%	6%	2%	x
Cc1coc2c(C)c3oc(=O)c4c(c3cc12)CCCC4	15%	1%	-1%	7%	0%	5%	-9%	-2%
O=c1c2ccccc2nnn1CSc1nnc(-c2ccco2)o1	6%	2%	1%	u	-2%	7%	-6%	-6%
COc1ccc(C2CC(=O)Oc3c(C(C)C)ccc(C)c32)cc1 (stereo not drawn)	x	15%	2%	u	-1%	1%[88.7 µM]	12%[119 µM]	x
